Bioassay records deposited in PubChem by National Center for Advancing Translational Sciences (NCATS).
KB-V1 MDR tox = kills drug-selected multidrug resistant KB-V1 cells; KB-V1 MDR cells viability, CellTiter-Glo, 72 h; AID 1347076; 3.4% of 400,000 active; Potency, µM (top dose mostly 46.1 µM), without a hit: top-dose activity change, negative = cytotoxicity, most hits filed as cytotoxic; also: % is scaled to controls: 0 for no effect and ±100 for the full control effect; nearly all actives have a fitted effect of over 60% in size
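KB-V1 cells (P-gp-expressing MDR subline of KB-3-1) in phenol-red-free DMEM with 10% FBS were exposed to library compounds over a concentration series for 72 h at 37 degrees C. Viability read by CellTiter-Glo luminescence; concentration-effect curves fitted after normalization.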
GLP1R cytotox = cytotoxic in the GLP-1 receptor inverse agonist counter-screen. HEK293 cAMP-luciferase reporter cells, luminescence, 24 h. Potency, µM (titrated, usually from 38.3 µM), for the others: at the highest dose activity change, negative = inhibition, most hits filed as inhibitors. 0.13% of 410,000 active. AID 624418;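 also: loss of luciferase light is scored as toxicity; % is scaled to controls: 0 for no effect and ±100 for the full control effect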
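1536-well qHTS counterscreen of the MLSMR; 200 cells/uL, 12 h pre-incubation, 23 nL cpd, 24 h at 37 deg C 5% CO2, luciferase detection reagent, 12 min RT, luminescence. Inhibition = undesired.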
TDP43 rescue = rescues yeast growth from TDP-43 toxicity; TDP-43 expressing yeast growth rescue, BacTiter-Glo, 24 h; Potency, µM (highest dose often 46.1 µM), for the others: top-dose growth rescue (activation), usual class: activators; 1.8% of 410,000 active; AID 652104; also: % of control where 0% means no effect; nearly all actives have a fitted effect of over 50% in size
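Yeast expressing TDP-43 (pregrown in raffinose, seeded at OD600=0.02 in galactose medium) exposed to compounds 24 hr at 30 deg C. Growth read by BacTiter-Glo luminescence; rescue of toxicity appears as increased signal.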
GLP-1R agonist = activates the human GLP-1 receptor | P43220 | HEK293 GLP-1R CRE-luciferase, luminescence, 4-6 h; cells express a hypersensitive GLP-1R form | Potency, µM (doses to about 45.6 µM), for inactives: at the top dose activation, usual class: activators | 0.007% of 380,000 active; also: % of control where 0% means no effect
Target sequence (P43220 whole entry, looked up): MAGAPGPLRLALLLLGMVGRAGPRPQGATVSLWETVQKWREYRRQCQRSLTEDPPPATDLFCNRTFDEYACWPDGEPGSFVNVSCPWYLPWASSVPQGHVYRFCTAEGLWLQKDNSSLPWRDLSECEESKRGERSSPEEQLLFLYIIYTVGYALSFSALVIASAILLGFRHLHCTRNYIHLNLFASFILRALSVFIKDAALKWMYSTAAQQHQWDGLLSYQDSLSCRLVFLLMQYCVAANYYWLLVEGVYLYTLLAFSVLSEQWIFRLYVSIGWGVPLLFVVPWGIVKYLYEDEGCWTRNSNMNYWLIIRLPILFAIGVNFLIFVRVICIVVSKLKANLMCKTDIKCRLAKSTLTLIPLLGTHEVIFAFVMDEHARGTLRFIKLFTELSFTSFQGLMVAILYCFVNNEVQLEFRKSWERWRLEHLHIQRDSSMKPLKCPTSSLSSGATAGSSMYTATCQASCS
HT1080 IDH1KD tx = kills HT-1080 cells with IDH1 knockdown. HT-1080 IDH1 knockdown viability, ATP luminescence, 48 h. Potency, µM (titrated, usually from 46.1 µM), for inactives: top-dose activity, negative = toxicity, actives largely listed as cytotoxic. 2% of 360,000 active;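 also: 0% = DMSO wells and -100% = cell-free medium wells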
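In this qHTS, HT-1080 cells depleted of IDH1 are exposed for 48 h at 37 °C to compound titrations. Toxicity is scored from CellTiter-Glo luminescence, with DMSO as full viability and medium alone as none.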
HT1080NT lethal = kills 2HG-producing HT-1080-NT fibrosarcoma cells | HT-1080-NT fibrosarcoma viability, CellTiter-Glo ATP luminescence, 48 h | Potency, µM (series often up to 46.1 µM), inactives show at the top dose activity, negative = less viability, actives largely listed as cytotoxic | 1.6% of 360,000 active;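 also: NT is the 2HG producing partner of a matched IDH1 knockdown line; 0% = DMSO-treated cells and -100% = media-only wells without cells; nearly all actives have a fitted effect of over 55% in size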
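Fibrosarcoma NT cells, 750 per well in 5% FBS RPMI, were exposed to compound for 48 hours. Viability: CellTiter-Glo luminescence.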
GLP-1R inv ag = GLP-1 receptor (human) inverse agonism; P43220; HEK293 GLP-1R CRE-luciferase, luminescence, 24 h; GLP-1R form is constitutively active; Potency, µM (titrated, usually from 38.3 µM), for inactives: at the highest dose activity change, negative = inhibition, actives largely listed as inhibitors; 1.6% of 410,000 active; AID 624417; also: % is scaled to controls: 0 for no effect and ±100 for the full control effect; nearly all actives have a fitted effect of over 55% in size
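Assay principle: reduced luminescence from a cAMP-responsive reporter in HEK293 cells co-expressing a constitutively active GLP-1R. Conditions: 24 hr compound incubation, 37 deg C, 5% CO2.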
KB-3-1 cytotox = KB-3-1 parental cell cytotoxicity | KB-3-1 viability, CellTiter-Glo ATP luminescence, 72 h | Potency, µM (highest dose often 46.1 µM), inactives show top-dose activity change, negative = cytotoxic, usual class: cytotoxic | 1.4% of 400,000 active; also: % is scaled to controls: 0 for no effect and ±100 for the full control effect; nearly all actives have a fitted effect of over 60% in size
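Cytotoxicity in the drug-sensitive parental line KB-3-1 was scored as loss of CellTiter-Glo luminescence following 72 h incubation with compound. Values come from curve fitting of normalized concentration-response data.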
SW480 rereplic = DNA re-replication induction in SW480 cells | SW480 DNA re-replication, Hoechst DNA content imaging, 48 h | Potency, µM (top dose mostly 46.1 µM), without a hit: at the top dose re-replication activation, most hits filed as activators | 1.8% of 340,000 active | AID 624297; also: % of control where 0% means no effect; nearly all actives have a fitted effect of over 55% in size
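Readout is total intensity of Hoechst-stained nuclei, excited at 405 nm and collected at 500-530 nm. Compound treatment lasted 48 hr at 37 C in 5% CO2 before staining.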
Starred values were filed as active, the others as inactive; ? = inconclusive; · = no result given; [ ] = another dose, or the depositor's remark. Calls follow the shape of the dose curve; as a rule, active = well fitted curve in the direction sought with a large enough effect; inconclusive = small, poorly fitted or top-dose-only effect, or another doubt; inactive = no such curve, though single readings can be large; an effect the other way counts as inactive or inconclusive. Potency is read from the fitted curve at half-maximal effect.

SMILES	KB-V1 MDR tox	GLP1R cytotox	TDP43 rescue	GLP-1R agonist	HT1080 IDH1KD tx	HT1080NT lethal	GLP-1R inv ag	KB-3-1 cytotox	SW480 rereplic
CC1CCCCC12NC(=O)N(CC(=O)NNC(=O)c1ccc(Br)cc1)C2=O (stereo not given)	0%	3%	-20%	4%	10%	8%	5%	0%	-2%
O=C(CC1C(=O)NCCN1CC(c1ccccc1)c1ccccc1)NC1CC1 (stereo not given)	30%	-5%	-22%[9.22 µM]	7%	3%	11%	7%	4%	4%
CCOC(=O)c1c(NC(=O)CSc2c[nH]c3ccccc23)sc2c1CCCC2	?	0%	20%	5%	?	?	?	?	?
COc1ccc(C)cc1NC(=O)Cn1c(=O)n(Cc2nc(C)no2)c(=O)c2ccccc21	-15%	-14%	-24%	·	·	·	0%	1%	·
CSc1ccc(NC(=O)NCCCN2CCC(Cc3ccccc3)CC2)cc1	-14%	?	2%	2%	-1%	-19%	7.9µM*	-4%	151%
COc1ccc(C(=O)OCC(=O)NCc2ccccc2)c(OC)c1OC	-2%	-7%	-5%[0.397 µM]	21%	-1%	6%	-1%	22%	-2%
COc1ccc(-n2c(SCC(=O)C(C)(C)C)nc3c(sc(=S)n3-c3ccccc3)c2=O)c(OC)c1	-7%	3%	-90%[inhibitor]	7%	10%	4%	?	0%	-3%
CCCCNC(=S)NCc1ccc2c(c1)cc(C)n2C	-7%	-13%	23%	6%	4%	7%	?	-4%	-3%
CCOC(=O)CSc1nnc(-c2cc(OC)c(OC)c(OC)c2)o1	8%	-4%	9%	-6%	-2%	10%	19%	-4%	-3%
CCOC(=O)Cc1cc(C)[nH]c1C(=O)OCC	?	-2%	22%	0%	2%	3%	1%	0%	-5%
Cc1ccc2c(c1)c1c3n2CCN(CC(O)CNC(C)C)C3CCC1 (stereo not given)	15%	-9%	-10%[1.82 µM]	12%	-25%	?	?	-1%	-3%
CCCCCCC(=O)N1C/C=C\C(c2ccc(OC)cc2)N(Cc2ccc(F)cc2)C(=O)C1 (stereo not given)	0%	-15%	28µM*	1%	-9%	-3%	?	-5%	1%
C=C(C)CCC(C)N1CCC(n2nccc2NC(=O)CCCc2ccccc2)CC1 (stereo not given)	-13%	-22%	-18%	5%	-8%	-22%	?	-9%	-5%
Cn1cc(/C=C2/SC(=O)N(c3ccccc3)C2=O)c2ccccc21	-4%	2%	19%	-1%	3%	5%	35%[activator]	8%	11%
COc1cc(C(=O)NC2CCN(C)CC2)ccc1Nc1ncc2c(n1)N(Cc1ccccc1)CCC(=O)N2C	?	?	15%	?	?	21µM*	-28%	?	?
COc1ccc(CCC(C)NCC2CCCCC2)cc1 (stereo not given)	21µM*	17%	-3%	15%	-7%	-23%	?	?	?
O=S(=O)(c1ccc(Cl)cc1)c1nnn2c1nc(NCc1cccs1)c1sccc12	2%	-25%	·	·	·	·	8%	-19%	·
CCOC(=O)c1cc(NC(=O)c2cc(C)on2)cc(C(=O)OCC)c1	?	5%	-12%	13%	6%	0%	0%	6%	15%
O=C(NC1CCCC1)C1CCCN(S(=O)(=O)c2cnc[nH]2)C1 (stereo not given)	-13%	-17%	13%	3%	-6%	8%	6%	10%	-2%
CC1(C)CC(=O)C2=C(C1)OC(N)=C(C#N)C2c1ccccc1 (stereo not given)	4%	4%	0%	-4%	-2%	5%	31%	9%	-4%
CCCCn1nnnc1C(c1ccccc1)N1CCN(c2ccc(OC)cc2)CC1 (stereo not given)	-20%	-2%	?	0%	-8%	-12%	?	-11%	·
CC(=O)N1CCN(C(=O)CCc2nc3sc4c(c3c(=O)[nH]2)CCCC4)CC1	3%	-6%	8%	0%	3%	-1%	3%	14%	-1%
Nc1ccc(S(=O)(=O)NCC(=O)OC2CCOC2=O)cc1[N+](=O)[O-] (stereo not given)	3%	-6%	-2%	1%	2%	0%	21%	15%	-6%
CCOC(=O)c1ccc(NC(=O)c2c(NCc3sccc3C)sc3c2CCCCC3)cc1	24%	-9%	24%	·	·	·	9%	4%	·
Cc1ccc(OC(=O)C(F)(F)F)c2c1NCCC2	21%	2%	-3%	8%	7%	9%	9%	8%	14%
CCn1c(/C=C/c2ccc(O)c(O)c2)nc2ccccc2c1=O	4%	42%[activator]	6%	-1%	-24%	-22%	18%	-5%	?
O=C(Cc1ccc(F)cc1)Nc1cccc(-c2cn3c(n2)SCC3)c1	18µM*	5%[7.66 µM]	0%	0%	-11%	-12%	-5%[7.66 µM]	-7%	-2%
CCN(CC)c1ccc(NC(=O)COc2ccc(C#N)cc2)cc1S(=O)(=O)Nc1ccc(OC)cc1	14%	4%	8%	7%	-12%	-3%	-25%	1%	11%
Cc1cccc(C(=O)NC(=S)NNC(=O)c2ccc(Cl)cc2)c1	?	-21%	?	-14%	8.2µM*	?	-19%	?	18%
COC(=O)c1ccc(CN(C(=O)N2CCN(C)CC2)S(=O)(=O)c2ccc(C)cc2)cc1	25%	17%	-3%	-2%	1%	1%	6%	-1%	-85%[inhibitor]

In a second layout: entries from further up.
Screens in order – KB-V1 MDR tox, GLP1R cytotox, TDP43 rescue, GLP-1R agonist, HT1080 IDH1KD tx, HT1080NT lethal, GLP-1R inv ag, KB-3-1 cytotox, SW480 rereplic
CCn1c(/C=C/c2ccc(O)c(O)c2)nc2ccccc2c1=O
    4%, 42%[activator], 6%, -1%, -24%, -22%, 18%, -5%, ?
O=C(Cc1ccc(F)cc1)Nc1cccc(-c2cn3c(n2)SCC3)c1
    18µM*, 5%[7.66 µM], 0%, 0%, -11%, -12%, -5%[7.66 µM], -7%, -2%
CCN(CC)c1ccc(NC(=O)COc2ccc(C#N)cc2)cc1S(=O)(=O)Nc1ccc(OC)cc1
    14%, 4%, 8%, 7%, -12%, -3%, -25%, 1%, 11%
Cc1cccc(C(=O)NC(=S)NNC(=O)c2ccc(Cl)cc2)c1
    ?, -21%, ?, -14%, 8.2µM*, ?, -19%, ?, 18%

(list continues)
SMILES	KB-V1 MDR tox	GLP1R cytotox	TDP43 rescue	GLP-1R agonist	HT1080 IDH1KD tx	HT1080NT lethal	GLP-1R inv ag	KB-3-1 cytotox	SW480 rereplic
CCOc1cc(C(c2c(C)[nH][nH]c2=O)c2c(C)[nH][nH]c2=O)cc(Br)c1OC	13%	14%	2%	1%	4%	15%	-4%	-1%	-2%
COc1ccc2[nH]c(C)c(CCN(Cc3cccs3)C(=S)Nc3ccc(F)cc3)c2c1	-10%	-18%	10%	-4%	-2%	-9%	?	1%	0%
CCOc1ccccc1NC(=O)C1CCCN(S(=O)(=O)c2cccc3nsnc23)C1 (stereo not given)	-9%	-7%	19%	-3%	0%	0%	-24%	6%	-1%[9.22 µM]
COc1ccc(N(CC(=O)NCCSc2ccccn2)S(C)(=O)=O)cc1Cl	-17%	-7%	-13%	3%	2%	3%	19%	0%	-6%
COc1ccc(N2CCN(C(=O)c3ccc(CS(=O)Cc4ccc(C)cc4)o3)CC2)cc1 (stereo not given)	0%	0%	-5%	-3%	-11%	-7%	-11%	2%	2%
COC(=O)c1[nH]c2ccc(C)cc2c1NS(=O)(=O)c1ccc(F)cc1	-10%	-11%	?	0%	-9%	-13%	?	5%	-6%
Cc1ccccc1C1N(c2nccs2)C(=O)C2CCCN21 (stereo not given)	?	1%	-9%	0%	18%	7%	23%	2%	-1%
Cc1ccc(S(=O)(=O)N2CCOCC2)cc1NC(=O)c1cc([N+](=O)[O-])ccc1N1CCOCC1	-11%	14%	-10%	-2%	4%	-1%	8%	15%	-5%
CCOC(=O)CNC(=O)c1nn(-c2cccc(OC)c2)c(=O)c2ccccc12	3%	1%	0%	-2%	14%	10%	3%	23%	0%
Cc1nc2ccc(NC(=O)c3ccc(C)c(S(=O)(=O)N4CCOCC4)c3)cc2s1	-11%	-8%	11%	6%	-1%	-5%[9.24 µM]	-12%	10%	1%
CCN1C(=O)[C@H]2[C@H]3CN=C(SCc4ccc(OC)cc4)N3[C@@](CC)(C(=O)OC)[C@H]2C1=O	-5%	1%	?	-1%	10%	1%	2%	13%	?
O=C(c1ccccc1)C1CCN(C(=O)c2c(F)cccc2F)CC1	5%	-14%	11µM*	1%	9%	11%	-15%	-1%	-23%
COc1ccc(-c2[nH]c3ccccc3c2SCCNC(=O)c2cc3ccccc3oc2=O)cc1	-16%	-16%	12%	-2%	?	-10%	?	-14%	13%
COc1ccc(C)cc1S(=O)(=O)N1CCCC(C(=O)NCC2CCCO2)C1 (stereo not given)	-18%	4%	-17%	0%	-7%	8%	-8%	-11%	-4%
COc1ccccc1NC(=O)N1CCN(c2ncccn2)CC1	-12%	-1%	8%	-5%	6%	14%	5%	26%	-6%[9.22 µM]
CC(=O)c1ccc(S(=O)(=O)Nc2ccc(C(=O)NCC(c3ccccc3)N(C)C)cc2)cc1 (stereo not given)	-3%	4%	-11%	9%	-9%	-10%	7%	-3%	0%
O=C(NCc1ccccc1)c1cc(C2CCCCN2S(=O)(=O)c2ccccc2)on1 (stereo not given)	-1%	17%	25%	-5%	-2%	0%	-26%	0%	·
COc1ccc(NC(=O)CN2C(=O)CSc3ccc(S(=O)(=O)N(C)C)cc32)cc1Cl	-8%	-5%	-8%	·	·	·	-15%	2%	·
Cc1noc(C(C)C)c1C(=O)Nc1ccc(-c2nnc3n2CCCCC3)cc1	-14%	-1%	23%	-5%	8%	10%	10%	11%	-1%
CCCCN(C(=O)C1CCCC1)c1c(N)n(Cc2ccccc2)c(=O)[nH]c1=O	9%	-1%	-15%	6%	22%	16%	8%	3%	-2%
CC(C)C(OC(=O)CCCC(=O)Nc1nccs1)C(=O)NC1CCCCC1 (stereo not given)	-20%	0%	-3%	-4%	3%	0%	0%	-22%	-1%
CCC(C(=O)Oc1c(C(C)C)cccc1C(C)C)c1ccccc1 (stereo not given)	11%	-2%	10%	-2%	3%	9%	?	4%	-4%
CN(Cc1cccc(Cl)c1Cl)C(=O)CCNC(=O)c1ccco1	1%	-4%	-8%	9%	1%	3%	2%	9%	-26%
